HT1080 cytotoxicity – cytotoxicity in HT1080 fibrosarcoma cells, cell-based, fluorescence readout (AID 620). 87,000 compounds, 0.42% hits. HT1080 viability, fluorescence; higher % means a stronger effect. cytotoxicity, % at 10 µM; hits with a dose series show EC50 in µM;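 also: cells exposed to compound overnight then 4 h with Alamar Blue; 0% = vehicle DMSO and 100% = killing control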
HPDE-C7 cytotoxicity – cytotoxicity in HPDE-C7 cells, cell-based, fluorescence, HTS (AID 430) | 63,000 compounds, 1.8% hits | HPDE-C7 pancreatic duct cells viability, fluorescence; higher % means a stronger effect | cytotoxicity, % at 10 µM, or EC50 in µM where a hit was titrated;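 also: cells exposed to compound for 48 hours before viability readout; 0% = vehicle and 100% = reference cytotoxic drug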
KRASV12 cytotoxicity – viability loss of HPDE-C7K cells – cell-based, fluorescence, HTS, primary screen (AID 431); HPDE-C7K KRASV12 cells, Alamar Blue viability, 48 h; higher % means a stronger effect; one-dose cytotoxicity, % at 10 µM; EC50 in µM for titrated hits; 63,000 compounds, 1.7% hits;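 active = compounds whose percent cytotoxicity in the single-dose primary screen, scaled between solvent and toxic-drug controls, exceeds 50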;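 also: 0% = DMSO solvent wells and 100% = doxorubicin-treated wells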
Spn MK inh – blocks S. pneumoniae mevalonate kinase | purified MK, PK/LDH-coupled NADH absorbance 340 nm | inhibition, % at 10 µM | 65,000 compounds, 0.48% hits;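 active = ranked among the strongest by inhibition in the single 10 µM screen, a fixed top-ranked set picked for dose follow-up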; also: no value below 0 was filed
Bfl-1 displacement – displacement of Bid BH3 peptide from Bfl-1 – biochemical, fluorescence polarization, FITC-Bid, mouse, primary screen (AID 432). FITC-Bid BH3 peptide fluorescence polarization displacement; higher % means a stronger effect. displacement, % at 20 µM; hits with a dose series show IC50 in µM. 64,000 compounds, 0.02% hits; in the data active = a potency from the dose series; inactive = the rest, 99 in 100 with displacement below about 15%; also: strong numbers were not always called active
Spn PMK inh – inhibitors of Streptococcus pneumoniae phosphomevalonate kinase; purified PMK, PK/LDH-coupled NADH absorbance 340 nm; inhibition, % at 10 µM; 65,000 compounds, 0.49% hits;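 active = top-ranked compounds by inhibition in the single 10 µM screen, taking a fixed number of the strongest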;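 also: 0% = full reaction with DMSO carrier and 100% = background rate without enzyme reaction; no value below 0 was filed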
DPM-DC inhibit – inhibitors of Streptococcus pneumoniae diphosphomevalonate decarboxylase; AID 556; purified DPM-DC, PK/LDH coupled NADH fluorescence; calls only at 10 µM; 65,000 compounds, 0.49% hits;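 active = the 320 compounds with the highest percent inhibition in the single-dose primary screen, excluding strongly autofluorescent ones, cut at about 32% in these data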;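 also: kinetic rate of NADH fluorescence loss reporting ADP formed by the decarboxylase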
LYP phosphatase – LYP phosphatase inhibitors, primary screen, biochemical, DiFMUP fluorescence, recombinant catalytic domain, 10 µM (AID 606); recombinant LYP catalytic domain, DiFMUP fluorescence; higher % means a stronger effect; one-dose inhibition, % at 10 µM; IC50 in µM for titrated hits; 52,000 tested, under 10 active;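 active = IC50 under 40 µM in the dose-response test; inactive = IC50 of 40 µM or more, or never dose-tested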
Alkaline phosphatase – inhibition of tissue-nonspecific alkaline phosphatase – biochemical, luminescent (AID 518). purified TNAP enzyme, luminescent substrate readout; higher % means a stronger effect. inhibition, % at 20 µM, or IC50 in µM where a hit was titrated. 64,000 compounds, 0.09% hits; in the data active = a potency from the dose series; inactive = the rest, 99 in 100 with inhibition below about 22%;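 also: plate controls were vehicle for no effect and reference inhibitor for full effect; many of its hits are not listed in these tables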
Spn PMK inh pilot replicates – further read-out of Spn PMK inh, marked with its call; inhibition, %; measured here: pilot screen replicates
Spn MK inh pilot replicates – also measured in Spn MK inh; calls as there; inhibition, %; measured here: pilot screen replicates
DPM-DC inhibit pilot screen % – also measured in DPM-DC inhibit; calls as there; inhibition, %; measured here: pilot screen trials
Numbers without * were called inactive; i = inactive; nt = not tested or not shown. Rule as the data show it, unless noted: active = cytotoxicity above about 50%; inactive = the rest.

SMILES | HT1080 cytotoxicity | HPDE-C7 cytotoxicity | KRASV12 cytotoxicity | Spn MK inh | Bfl-1 displacement | Spn PMK inh | DPM-DC inhibit | LYP phosphatase | Alkaline phosphatase | others
CC(=O)c1sc2nc(-c3cccs3)cc(C(F)(F)F)c2c1N | -1.6% | -5.6% | -11.5% | 11.0 | -12.9% | 12.0 | i | -4.2% | 10.5%
Cc1cc(NC(=O)CSc2n[nH]c(CC(C)C)n2)no1 | -8.0% | -5.4% | -1.8% | 9.0 | 0.9% | 0.0 | i | 10.9% | 26.1%
COc1ccc(N2C(=O)CSC23CCCCC3)cc1 | -3.6% | -7.2% | 1.7% | 10.0 | 0.4% | 4.0 | i | -7.7% | 4.0%
O=C(O)c1ccc(S(=O)(=O)c2ccc3c(c2)C(=O)N(Cc2ccco2)C3=O)cc1 | -7.1% | 4.8% | -1.4% | 8.0 | 0.4% | 7.0 | i | -2.9% | 0.5%
O=C(CSc1nccc(=O)[nH]1)Nc1ccc(F)c(Cl)c1 | 2.8% | nt | nt | 9.0 | 1.9% | 12.0 | i | 6.0% | 15.3%
COC(=O)c1ccccc1N(C)S(C)(=O)=O | -5.2% | -11.6% | -19.3% | 5.0 | -6.2% | 10.0 | i | -2.0% | 7.8%
CS(=O)(=O)N(CC(=O)N1CCN(c2cccc(Cl)c2)CC1)c1cccc(F)c1 | -2.8% | 6.7% | -4.2% | 2.0 | -0.4% | 0.0 | i | 17.1% | 9.9%
Cc1ccc2cc(C#N)c(SCC(=O)NCC3CCCO3)nc2c1 (stereo not drawn) | 6.4% | -8.8% | -1.0% | 5.0 | -2.9% | 13.0 | i | 5.8% | 1.9%
O=C1CC(c2ccsc2)c2cc3c(cc2N1)OCCO3 (stereo not drawn) | 1.6% | 0.3% | 3.4% | 7.0 | -5.0% | 5.0 | i | -1.2% | 16.2% | Spn PMK inh pilot replicates=0.0;Spn MK inh pilot replicates=0.0;DPM-DC inhibit pilot screen %=0.0
CN=CC1=C(O)CC(C)(C)CC1=O | 11.0% | nt | nt | 7.0 | -4.2% | 4.0 | i | 1.9% | -1.7%
CC1(C)Cc2c(sc3nc4n(c(=O)c23)CCC4)CO1 | -14.2% | 2.6% | 7.1% | 9.0 | -5.3% | 0.0 | i | 15.1% | 22.1%
CC(C)(C)C(=O)NC1CCN(C(=O)N2CCCC2)CC1 | -0.4% | -4.1% | 2.4% | 6.0 | -4.0% | 0.0 | i | 4.2% | 12.7% | Spn PMK inh pilot replicates=3.0;Spn MK inh pilot replicates=0.0;DPM-DC inhibit pilot screen %=0.0
CCCCOC(=O)CNc1nnc(SCC(=O)OCC)[nH]c1=O | -7.0% | 8.7% | 12.0% | 17.0 | 33.5% | 8.0 | i | 10.4% | 13.8% | Spn PMK inh pilot replicates=0.0;Spn MK inh pilot replicates=0.0;DPM-DC inhibit pilot screen %=0.0
O=C(c1cc2c(ccc3ccccc32)oc1=O)N1CCN(CCO)CC1 | -1.7% | -4.6% | -6.9% | 2.0 | 8.0% | 5.0 | nt | 7.6% | 4.2%
Cc1[nH]nc2c1C1(CCC3(CC1)OCCO3)C(C#N)=C(N)O2 | 4.1% | -2.8% | 6.2% | 3.0 | -3.4% | 0.0 | i | nt | 6.0%
COc1ccccc1OCC(=O)OCC(=O)Nc1ncc(Cl)cc1Cl | -2.4% | -11.1% | -13.9% | 7.0 | 6.0% | 10.0 | i | 7.0% | 2.0%
COCCSc1ccccc1C(=O)N1CCN(Cc2ccc3c(c2)OCO3)CC1 | nt | -8.1% | 1.7% | 13.0 | -8.1% | 0.0 | i | -8.6% | 11.8%
O=C(NCC1CCCO1)c1cc(-c2ccco2)nc2ccccc12 (stereo not drawn) | 0.9% | -6.3% | -14.6% | 8.0 | 2.2% | 9.0 | nt | -1.8% | 3.2%
COc1cccc2c(=O)n(CC(=O)NC3CCCC3)ccc12 | 2.2% | -12.2% | -5.4% | 11.0 | 6.0% | 14.0 | i | -3.7% | 2.4%
O=C(CN1C(=O)NC2(CCCCC2)C1=O)Nc1ccccc1Cl | -6.9% | -6.0% | -26.4% | 7.0 | -3.2% | 0.0 | i | 2.4% | 9.5%
N=c1n(CCN2CCOCC2)c2ccccc2n1Cc1ccccc1Br | 1.9% | 3.4% | 10.1% | 1.0 | 0.2% | 6.0 | i | nt | -2.9%
Cc1ccc2nc(-c3cccc(NC(=O)c4ccco4)c3)[nH]c2c1 | 19.5% | 34.1% | 65.5%* | 9.0 | 6.0% | 8.0 | i | 4.6% | 5.9%
O=C1c2ccccc2C(=O)N1CCCSc1nc2ccccc2o1 | 0.5% | -11.2% | -6.2% | 0.0 | -7.1% | 0.0 | i | 2.1% | 3.0%
CC(=O)OCC[N+](C)(C)C | 4.2% | 3.0% | 8.6% | 12.0 | -1.5% | 1.0 | i | 11.6% | 7.9% | Spn PMK inh pilot replicates=7.5;Spn MK inh pilot replicates=0.0;DPM-DC inhibit pilot screen %=0.0
Cc1cccc(OCCCN2CCCCCC2)c1 | -0.6% | 19.3% | 18.4% | 11.0 | -7.2% | 12.0 | i | 6.2% | 3.7%

(more compounds)
SMILES | HT1080 cytotoxicity | HPDE-C7 cytotoxicity | KRASV12 cytotoxicity | Spn MK inh | Bfl-1 displacement | Spn PMK inh | DPM-DC inhibit | LYP phosphatase | Alkaline phosphatase | others
COCCCNC(=O)CN(c1cc(OC)ccc1OC)S(=O)(=O)c1ccccc1 | -3.8% | -1.5% | -5.3% | 3.0 | -3.7% | 6.0 | i | 8.2% | 17.7%
COc1cccc(-c2nc3ccc(O)cc3c(=O)o2)c1 | 10.6% | 7.7% | -7.4% | 12.0 | 14.9% | 0.0 | i | 12.0% | 5.6%
Cc1ccc(C(=O)NCc2ccc3c(c2)OCO3)cc1N1CCCC1=O | -0.9% | -3.1% | -3.5% | 6.0 | -1.7% | 0.0 | i | 6.0% | 8.4%
NC(=O)C1CCN(S(=O)(=O)c2cccc(S(=O)(=O)N3CCCCC3)c2)CC1 | 1.8% | -36.9% | -20.0% | 0.0 | -3.6% | 12.0 | i | 18.2% | 6.5%
Fc1ccccc1Cn1nnc2c(NCCc3ccccn3)ncnc21 | 1.2% | -18.9% | -9.6% | 4.0 | -0.3% | 0.0 | i | 14.4% | 7.2%
CCCc1nc(SCC(=O)Nc2cc(C)on2)c2c(=O)n(C)c(=O)n(C)c2n1 | -6.1% | -3.7% | -6.7% | 9.0 | 4.3% | 12.0 | i | 12.2% | 1.5%
COc1ccc(NC(=O)c2cc(CN3C(=O)c4ccccc4C3=O)ccc2OC)cn1 | -0.1% | 5.1% | 21.4% | 0.0 | -1.4% | 18.0 | i | nt | 0.2%
COc1cc2nc(NCC3CCCO3)n3nc(-c4cccnc4)nc3c2cc1OC (stereo not drawn) | 8.6% | -14.4% | -17.6% | 4.0 | -0.9% | 0.0 | i | 5.5% | -2.7%
CCOC(=O)c1cn2c3c(c(F)c(F)c(F)c3c1=O)SC(N1CCCC1)=N2 | -3.1% | 62.5%* | 49.9% | 4.0 | 3.7% | 4.0 | i | nt | 8.0%
COc1ccc(C(=O)Nc2cccc3c2C(=O)NC3=O)cc1S(=O)(=O)N1CCOCC1 | -4.6% | -10.8% | -7.8% | 4.0 | 7.7% | 25.0* | i | 1.0% | 12.6%
CCN(CC)CCN1C(=O)Cn2c(C)c(C)c3cccc1c32 | 4.7% | -2.0% | -5.4% | 4.0 | -2.9% | 11.0 | i | 5.7% | 13.9% | Spn PMK inh pilot replicates=0.0;Spn MK inh pilot replicates=0.0;DPM-DC inhibit pilot screen %=2.0
CSc1cccc(NC(=O)CSc2nc3ccccc3o2)c1 | 7.2% | -17.5% | -18.9% | 7.0 | 2.3% | 1.0 | i | 9.5% | 13.4%
COCCNC(=O)Cn1nc(-c2ccccc2OC)ccc1=O | 0.1% | -9.8% | -14.0% | 5.0 | -4.4% | 13.0 | i | 10.8% | -6.1%
O=C(NC1CCCc2ccccc21)C1CCN(c2nnc(-n3cccc3)s2)CC1 (stereo not drawn) | -4.6% | 6.2% | 4.4% | 4.0 | -7.8% | 8.0 | i | 7.8% | 17.9% | Spn PMK inh pilot replicates=1.5;Spn MK inh pilot replicates=0.5;DPM-DC inhibit pilot screen %=1.0
O=C(O)CCC(C(=O)O)n1c(O)c(C2=c3ccccc3=NC2=O)sc1=S (stereo not drawn) | 27.9% | -12.2% | -2.4% | 4.0 | 10.0% | 0.0 | i | 4.2% | 16.7%
O=C(COc1ccccc1)Nc1ccccc1N1CCN(c2ccc(F)cc2)CC1 | -4.0% | 6.1% | -1.3% | 3.0 | -3.0% | 7.0 | i | 3.0% | 0.7%
Cn1c(C(O)c2ccccc2)nc(Cl)c1Cl (stereo not drawn) | -1.6% | -15.9% | -3.3% | 3.0 | -5.2% | 0.0 | i | 6.9% | 3.0%
Clc1cccc(-c2nnc3sc(-c4ccc5c(c4)OCO5)nn23)c1 | 2.6% | -0.5% | -4.9% | 0.0 | -1.7% | 3.0 | i | nt | 4.5%
c1ccc(-n2ncc3c2ncn2c(CSc4nc5ccccc5s4)nnc32)cc1 | -3.3% | 9.1% | 3.1% | 8.0 | -5.4% | 6.0 | i | -0.6% | -0.5%
Cc1ccc2c(c1)nnn2C1CCN(C(=O)c2cccs2)CC1 | 1.2% | -7.2% | -4.8% | 5.0 | -0.9% | 15.0 | i | 16.6% | 8.9%
CCOC(=O)COc1ccc(C(=O)NC2CCCCC2)cc1 | 16.0% | 3.9% | 6.5% | 7.0 | -0.1% | 4.0 | i | 7.5% | 4.5%
C=CCn1cnc2c(c1=O)c1nc3ccccc3nc1n2/N=C/c1cc(OC)c(OC)c(OC)c1 | 33.8% | 11.2µM* | 5.68µM* | 11.0 | -1.3% | 17.0 | i | 1.0% | 10.6%
Cc1ccc(CN2CC(C(=O)Nc3ccc(S(=O)(=O)Nc4cc(C)nc(C)n4)cc3)CC2=O)cc1 (stereo not drawn) | -8.2% | -3.4% | -7.9% | 4.0 | -7.5% | 15.0 | i | 9.3% | 4.8%
Cc1cc(Cl)c(S(=O)(=O)NCCC(=O)O)cc1OCC(N)=O | 2.2% | -10.9% | -19.0% | 0.0 | -2.5% | 0.0 | i | -11.7% | 10.8%

Assay outcomes (PubChem)
